OPRM1-OPRD1 inv: mu-delta opioid heterodimer inverse agonism | cell-based MOR-DOR heterodimer luminescence | actives 0.21% (n = 340,000) | inhibition, % at 9.3 µM | P35372+P41143; in the data active means inhibition above about 22%, passing the limit was not always enough;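 further: 0% = cells with DMSO and 100% = wells without cells with DMSO; values of inactives mirror those of a sister screen read the other way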
Target sequence (P35372 whole entry, looked up): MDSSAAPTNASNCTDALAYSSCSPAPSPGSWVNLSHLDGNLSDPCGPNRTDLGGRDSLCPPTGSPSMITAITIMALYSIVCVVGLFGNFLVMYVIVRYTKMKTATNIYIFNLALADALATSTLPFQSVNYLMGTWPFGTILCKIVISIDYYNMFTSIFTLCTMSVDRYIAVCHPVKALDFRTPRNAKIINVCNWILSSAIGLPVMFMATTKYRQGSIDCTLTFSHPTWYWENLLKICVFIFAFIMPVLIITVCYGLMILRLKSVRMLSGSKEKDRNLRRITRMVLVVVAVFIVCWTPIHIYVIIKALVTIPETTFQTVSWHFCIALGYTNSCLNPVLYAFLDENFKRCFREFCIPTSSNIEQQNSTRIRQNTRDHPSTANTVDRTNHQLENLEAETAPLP
Target sequence (P41143 whole entry, looked up): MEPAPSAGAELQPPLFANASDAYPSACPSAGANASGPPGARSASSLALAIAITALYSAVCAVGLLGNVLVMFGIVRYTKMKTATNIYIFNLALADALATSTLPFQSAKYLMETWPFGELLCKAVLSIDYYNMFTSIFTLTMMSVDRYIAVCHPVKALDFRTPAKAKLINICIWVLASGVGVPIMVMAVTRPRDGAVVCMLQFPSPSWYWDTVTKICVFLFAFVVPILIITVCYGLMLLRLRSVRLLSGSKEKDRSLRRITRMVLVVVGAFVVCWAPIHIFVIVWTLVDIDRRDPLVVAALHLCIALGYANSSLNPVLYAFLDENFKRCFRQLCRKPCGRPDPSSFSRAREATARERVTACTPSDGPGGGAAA
HTR5A inv ag: counter-screen for OPRM1-OPRD1 inverse agonists: human HTR5A inverse agonism | P47898 | actives 0.083% (n = 340,000) | inhibition, % at 9.3 µM | HTR5A cell line, luminescence; in the data active means inhibition mostly above about 23%, no sharp cut-off; inactive means mostly below about 18%;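 further: 0% = cells with DMSO and 100% = no-cell wells with DMSO; some compounds called inactive have numbers as strong as hits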
OPRM1-OPRD1 ag: agonists of human mu-delta opioid receptor heterodimerization | actives 0.3% (n = 340,000) | activation, % at 9.3 µM | P35372+P41143 | cells, OPRM1-OPRD1 heterodimerization, luminescence; in the data active means activation above about 18%;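 further: 0% = vehicle-treated cells and 100% = reference agonist; values of inactives mirror those of a sister screen read the other way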
PKA-R2B act: activates the human PKA-R2B holoenzyme complex | PKA-R2B holoenzyme dissociation, Cy5-IP20 fluorescence polarization; R2B truncated from residue 108, S112A mutant; 0% DMSO only, 100% 113 µM cGMP | activation, % at 11.4 µM | actives 0.079% (n = 340,000) | AID 504700;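 active means activation above a cutoff set at the mean over all compounds plus 3 SD, cut at about 18% in these data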;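 further: higher means more holoenzyme dissociation and a rise in polarization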
V-ATPase pH: regulators of yeast V-ATPase proton transport; S. cerevisiae, pHLuorin cytosolic pH fluorescence; response, % at 10 µM; actives 0.37% (n = 350,000); in the data active means response mostly above about 7.3%, no sharp cut-off; inactive means mostly below about 5.4%; further: actives read high; inactives centre near 0; some compounds called inactive have numbers as strong as hits; reference of the scale not given here
DAGLB inh: diacylglycerol lipase beta (human) inhibition. inhibition, % at 5.17 µM. Q8NCG7. AID 504411. actives 0.059% (n = 340,000). HEK293T DAGLB membrane lysate, EnzChek fluorogenic substrate; in the data active means inhibition above about 34%;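 further: 0% = enzyme with vehicle and 100% = wells lacking enzyme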
PKA-R1A act: activators of PKA-R1A complex | P00514+P68181 | actives 0.083% (n = 340,000) | activation, % at 11.4 µM | PKA-R1A dissociation, Cy5-IP20 fluorescence polarization; scaled: DMSO 0%, 113 µM cGMP 100% | AID 504707;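 active means percent activation above the mean of all tested compounds plus 3 SD, cut at about 19% in these data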;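 further: higher means more PKAc released from R1A so a rise in polarization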
Pemphigus Ab inh: human desmoglein-3 autoantibody binding inhibition | actives 0.48% (n = 310,000) | AID 588358 | DSG3-coupled beads, scFv-anti-DSG3-GFP binding, flow cytometry; stronger effect = lower value | binding (percent of control), % at 10 µM;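 active means binding more than 3 SD below its plate's average and above zero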;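 further: hits lower antibody fragment binding to DSG3; some compounds called inactive have numbers as strong as hits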
Arr AP2 block: blocks beta-arrestin peptide binding to AP2 adaptin; actives 0.31% (n = 340,000); inhibition, % at 10 µM; FITC-arrestin peptide / GST-AP2 beads, flow cytometry; AP2 beta2 appendage carries R879A mutation;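 active means inhibition above a set limit, near 3 SD of compounds lacking own fluorescence, cut at about 54% in these data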;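 further: plate controls were DMSO wells for no effect and 5 µM unlabelled arrestin peptide for full effect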
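System: GST-AP2 R879A bound to glutathione beads, E. coli-expressed. Also added: 50 nM FITC-arrestin peptide. Schedule: compound with beads 12 min RT, then probe 1 h RT. Signal: bead flow cytometry, FITC channel. Read-out basis: percent response.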
HTR5A ag: HTR5A agonism, opioid heterodimer counter-screen; P47898; HTR5A agonist assay, luminescence, cell-based; activation, % at 9.3 µM; actives 0.61% (n = 340,000); AID 504692; in the data active means activation mostly above about 9.5%, no sharp cut-off; inactive means mostly below about 7.6%;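 further: 0% = cells with vehicle only and 100% = reference agonist; strong numbers were not always called active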
* = called active by the depositor.

For Cc1ccc2ccccc2c1Cn1c(-n2ccnc2)nc2c1c(=O)n(C)c(=O)n2C the results were OPRM1-OPRD1 inv 3, HTR5A inv ag 1, OPRM1-OPRD1 ag -0.5, PKA-R2B act 1, V-ATPase pH 0, DAGLB inh 2, PKA-R1A act 5, Arr AP2 block 7 and HTR5A ag -5.
For O=C(CSc1nc2ccccc2s1)c1cc2ccccc2o1 the results were OPRM1-OPRD1 inv -35, HTR5A inv ag 18, OPRM1-OPRD1 ag 6.2, PKA-R2B act -8, V-ATPase pH 2, DAGLB inh -14, PKA-R1A act -4, Pemphigus Ab inh 100, Arr AP2 block -8 and HTR5A ag 0.
For COc1cc(CC(=O)OCC(=O)Nc2ccc(N(C)C)cc2)cc(OC)c1OC the results were OPRM1-OPRD1 inv 12, HTR5A inv ag -8, OPRM1-OPRD1 ag -3.0, PKA-R2B act 3, V-ATPase pH 0, DAGLB inh 1, PKA-R1A act 1, Pemphigus Ab inh 103, Arr AP2 block 28 and HTR5A ag 3.
`Cc1ccc(Cl)cc1NC(=O)C1CC1c1ccccc1` (stereo unspecified) gave OPRM1-OPRD1 inv -17, HTR5A inv ag -2, OPRM1-OPRD1 ag 3.5, PKA-R2B act -5, V-ATPase pH 2, DAGLB inh -3, PKA-R1A act -19, Pemphigus Ab inh 120, Arr AP2 block -7 and HTR5A ag 1.
CN(C)S(=O)(=O)N1CCCC(C(=O)c2ccc(-c3ccccc3)c(F)c2)C1 (stereo unspecified) was read as OPRM1-OPRD1 inv -7, HTR5A inv ag -36, OPRM1-OPRD1 ag 1.4, PKA-R2B act -2, V-ATPase pH 1, DAGLB inh -5, PKA-R1A act 6, Pemphigus Ab inh 96, Arr AP2 block 0 and HTR5A ag 0.
Screening CC[C@]12c3[nH]c4ccc(Cl)cc4c3CCN1C(=O)[C@@H](CC(=O)NCCCn1ccnc1)C[C@@H]2C(=O)N1CCN(C(=O)C2CC2)CC1 returned OPRM1-OPRD1 inv 14, HTR5A inv ag 3, OPRM1-OPRD1 ag -2.8, PKA-R2B act -3, V-ATPase pH 2, DAGLB inh -1, PKA-R1A act 2, Pemphigus Ab inh 94, Arr AP2 block 32 and HTR5A ag -1.
`CCc1ccc(N2CC(C(=O)OCC(=O)Nc3ccc([N+](=O)[O-])cc3)CC2=O)cc1` (stereo unspecified) gave OPRM1-OPRD1 inv 5, HTR5A inv ag 6, OPRM1-OPRD1 ag -1.0, PKA-R2B act 2, V-ATPase pH 0, DAGLB inh 0, PKA-R1A act 1, Pemphigus Ab inh 103, Arr AP2 block -12 and HTR5A ag -2.
O=C(NCc1cccnc1)c1ccc(NC(=O)c2cccc([N+](=O)[O-])c2)cc1 was read as OPRM1-OPRD1 inv 5, HTR5A inv ag 2, OPRM1-OPRD1 ag -1.0, PKA-R2B act 3, V-ATPase pH -3, DAGLB inh -3, PKA-R1A act 12, Arr AP2 block -2 and HTR5A ag -1.
Screening COc1ccc(NS(=O)(=O)c2ccc(C)c(NC(=O)c3ccc(C)c(S(=O)(=O)N4CCOCC4)c3)c2)cc1 returned OPRM1-OPRD1 inv 11, HTR5A inv ag 3, OPRM1-OPRD1 ag -2.2, PKA-R2B act 1, V-ATPase pH 0, DAGLB inh 2, PKA-R1A act -2, Pemphigus Ab inh 114, Arr AP2 block -9 and HTR5A ag -1.
O=C(COc1ccccc1)Nc1nnc(-c2ccc3c(c2)CCCC3)o1 was read as OPRM1-OPRD1 inv -24, HTR5A inv ag -14, OPRM1-OPRD1 ag 4.4, PKA-R2B act -2, V-ATPase pH 8, DAGLB inh 1, PKA-R1A act -4, Pemphigus Ab inh 100, Arr AP2 block 21 and HTR5A ag 5.
Screening COc1ccc(C(=O)Nc2ccc(Oc3nc(C)nc4sc(-c5ccccc5)cc34)cc2)cc1OC returned OPRM1-OPRD1 inv -9, HTR5A inv ag 4, OPRM1-OPRD1 ag 1.3, PKA-R2B act 1, V-ATPase pH 2, DAGLB inh -2, PKA-R1A act -4, Pemphigus Ab inh 98, Arr AP2 block 12 and HTR5A ag -1.
`CCCCc1nc2ccccc2c(=O)n1NC(=O)c1c(O)c2cccc3c2n(c1=O)CC3` gave OPRM1-OPRD1 inv 10, HTR5A inv ag -8, OPRM1-OPRD1 ag -1.8, PKA-R2B act 3, V-ATPase pH -2, DAGLB inh 2, PKA-R1A act -11, Pemphigus Ab inh 99, Arr AP2 block 6 and HTR5A ag -6.
`Cc1cc(C)n(-c2nc(-c3ccc(Cl)cc3)cs2)n1` gave OPRM1-OPRD1 inv -21, HTR5A inv ag 3, OPRM1-OPRD1 ag 3.5, PKA-R2B act -3, V-ATPase pH 6, DAGLB inh -16, PKA-R1A act 3, Pemphigus Ab inh 101, Arr AP2 block 0 and HTR5A ag 2.
For O=[N+]([O-])c1ccc(C(O)C23CN4CN(CN(C4)C2)C3)cc1 (stereo unspecified) the results were OPRM1-OPRD1 inv 8, HTR5A inv ag 4, OPRM1-OPRD1 ag -1.8, PKA-R2B act 4, V-ATPase pH 1, DAGLB inh 0, PKA-R1A act 6, Pemphigus Ab inh 93, Arr AP2 block 16 and HTR5A ag -2.
Clc1ccc(-c2nc3ccc(Cl)cn3c2Cc2ccccc2)cc1 was read as PKA-R2B act 0, V-ATPase pH 2, DAGLB inh -9, PKA-R1A act 2 and Pemphigus Ab inh 106.
`CCC(C)(C)NC(=O)C(c1ccc(OC)cc1)N(CC1CCCO1)C(=O)CCC(=O)Nc1cc(C)on1` (stereo unspecified) gave OPRM1-OPRD1 inv 8, HTR5A inv ag 6, OPRM1-OPRD1 ag -1.4, PKA-R2B act 0, V-ATPase pH 0, DAGLB inh -2, PKA-R1A act 10, Pemphigus Ab inh 85, Arr AP2 block 1 and HTR5A ag 3.
Screening COC(=O)CN(c1ccccc1)S(=O)(=O)c1ccccc1 returned OPRM1-OPRD1 inv 28, HTR5A inv ag 8, OPRM1-OPRD1 ag -6.1, PKA-R2B act -5, V-ATPase pH 1, DAGLB inh 1, PKA-R1A act -6, Pemphigus Ab inh 121, Arr AP2 block 14 and HTR5A ag -2.
Cc1cc(C)cc(-n2ncc3c2CCCC3NC(=O)c2cc(C)n(C)n2)c1 (stereo unspecified) was read as OPRM1-OPRD1 inv 4, HTR5A inv ag -2, OPRM1-OPRD1 ag -0.8, PKA-R2B act -15, V-ATPase pH -2, DAGLB inh 0, PKA-R1A act -10, Pemphigus Ab inh 108, Arr AP2 block -3 and HTR5A ag -2.
Screening Cc1cc(Cn2nc(C(=O)NCC3CC3)cc2-c2ccccc2)on1 returned OPRM1-OPRD1 inv 13, HTR5A inv ag -17, OPRM1-OPRD1 ag -2.4, PKA-R2B act -5, V-ATPase pH 2, DAGLB inh 1, PKA-R1A act 10, Pemphigus Ab inh 103, Arr AP2 block -10 and HTR5A ag -4.
CCC(C)(C)NC(=O)C(c1ccc(F)cc1)N(Cc1ccco1)C(=O)c1snc(C(N)=O)c1N (stereo unspecified) was read as OPRM1-OPRD1 inv -6, HTR5A inv ag -6, OPRM1-OPRD1 ag 1.1, PKA-R2B act 1, V-ATPase pH 1, DAGLB inh 3, PKA-R1A act -1, Pemphigus Ab inh 103, Arr AP2 block -7 and HTR5A ag 4.
Screening CN(c1ccccc1)S(=O)(=O)c1cccc(NC(=O)CN2C(=O)NC3(CCCCC3)C2=O)c1 returned OPRM1-OPRD1 inv 12, HTR5A inv ag 13, OPRM1-OPRD1 ag -2.4, PKA-R2B act -13, V-ATPase pH 2, DAGLB inh -4, PKA-R1A act -14, Pemphigus Ab inh 98, Arr AP2 block 19 and HTR5A ag -4.
`COc1ccc(OCC(O)CNC(=O)Nc2ccccc2)cc1` (stereo unspecified) gave OPRM1-OPRD1 inv 17, HTR5A inv ag -12, OPRM1-OPRD1 ag -3.4, PKA-R2B act 9, V-ATPase pH -3, DAGLB inh 0, PKA-R1A act -16, Pemphigus Ab inh 116, Arr AP2 block 6 and HTR5A ag 0.
For O=S(=O)(c1cccc2nsnc12)N1CCc2ccccc21 the results were OPRM1-OPRD1 inv 9, HTR5A inv ag 22, OPRM1-OPRD1 ag -1.6, PKA-R2B act 4, V-ATPase pH 0, DAGLB inh -4, PKA-R1A act -1, Pemphigus Ab inh 99, Arr AP2 block 25 and HTR5A ag 0.
CCCCN1CC(=O)N2[C@H](c3ccc(Cl)cc3)[C@@H]3C(=O)N(CC)C(=O)[C@@H]3[C@]2(C)C1=O was read as OPRM1-OPRD1 inv 15, HTR5A inv ag 1, OPRM1-OPRD1 ag -2.6, PKA-R2B act -9, V-ATPase pH 2, DAGLB inh 0, PKA-R1A act -12, Pemphigus Ab inh 111, Arr AP2 block -4 and HTR5A ag 0.
`Cc1cc(NC(=O)CCN2C(=O)c3ccccc3C2=O)no1` gave OPRM1-OPRD1 inv 8, HTR5A inv ag -7, OPRM1-OPRD1 ag -1.5, PKA-R2B act 3, V-ATPase pH 1, DAGLB inh 1, PKA-R1A act 5, Pemphigus Ab inh 102, Arr AP2 block 5 and HTR5A ag 1.
Screening C[C@H](CO)N1C[C@H](C)[C@@H](CN(C)Cc2ccccc2)Oc2c(NS(=O)(=O)c3ccccc3)cccc2C1=O returned OPRM1-OPRD1 inv 5, HTR5A inv ag 0, OPRM1-OPRD1 ag -0.9, PKA-R2B act -4, V-ATPase pH 5, DAGLB inh 0, PKA-R1A act 3, Pemphigus Ab inh 101, Arr AP2 block -3 and HTR5A ag 2.
CC(C)(C)OC(=O)N(Cc1ccccc1)Cc1ccc(OCc2cccc(NC(=O)C3CC3)c2)cc1 was read as OPRM1-OPRD1 inv -12, HTR5A inv ag -30, OPRM1-OPRD1 ag 2.6, PKA-R2B act -4, V-ATPase pH -3, DAGLB inh -14, PKA-R1A act -10, Pemphigus Ab inh 119, Arr AP2 block 17 and HTR5A ag 8.
COCCCN1C(=O)C(=O)/C(=C(/O)c2ccc(OC(C)C)c(C)c2)C1c1ccncc1 (stereo unspecified) was read as OPRM1-OPRD1 inv 3, HTR5A inv ag 22, OPRM1-OPRD1 ag -0.5, PKA-R2B act 5, V-ATPase pH -3, DAGLB inh -3, PKA-R1A act -5, Pemphigus Ab inh 103, Arr AP2 block 11 and HTR5A ag -3.
For COc1cc(C(=O)NCCC(=O)NCCCN2CCCCC2)cc(OC)c1OC the results were OPRM1-OPRD1 inv -3, HTR5A inv ag -22, OPRM1-OPRD1 ag 0.6, PKA-R2B act -3, V-ATPase pH 2, DAGLB inh -2, PKA-R1A act -1, Pemphigus Ab inh 124, Arr AP2 block 0 and HTR5A ag 0.
O=C(NCCCN1CCCC1=O)C1CCN(S(=O)(=O)c2ccc(F)cc2)CC1 was read as OPRM1-OPRD1 inv 3, HTR5A inv ag 1, OPRM1-OPRD1 ag -0.6, PKA-R2B act 4, V-ATPase pH -1, DAGLB inh 0, PKA-R1A act 6, Pemphigus Ab inh 95, Arr AP2 block -3 and HTR5A ag -1.
`O=S(=O)(c1ccc(Br)cc1)N1CCN=C1SCc1cccc(F)c1` gave OPRM1-OPRD1 inv -17, HTR5A inv ag 6, OPRM1-OPRD1 ag 4.1, PKA-R2B act 7, V-ATPase pH 3, DAGLB inh -8, PKA-R1A act -3, Arr AP2 block -1 and HTR5A ag -3.

Screens deposited in PubChem by several laboratories.
